MITF act = activators of MITF-driven TRPM1 promoter activity in SK-MEL-5 cells; SK-MEL-5 TRPM1-promoter luciferase, 24 h; % of positive control, neutral wells = 0; activation, % at 12.5 µM; 300,000 compounds, 0.75% hits;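 active means mean activation of at least 80% with every replicate also reaching 80%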;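 further: 0% = neutral control wells and 100% = parthenolide positive control wells; values of inactives mirror those of a sister screen read the other way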
SUMO Mot1 rescue = inhibitors of SUMOylation pathway: yeast Mot1-301 growth rescue; growth rescue, % at 18.8 µM; 320,000 compounds, 1% hits; S. cerevisiae Mot1-301 growth rescue, ATP luminescence, 38.5C; percent above DMSO median, 100 means doubled; AID 2716;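 active means every valid replicate shows activation above 250% relative to neutral control wells; inactive means the rest, any valid replicate at or below 250%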;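 further: OY570 slx delta 5 strain wells were the positive control but not used for scaling; some compounds called inactive have numbers as strong as hits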
SR-BI uptake up = activators of SR-BI mediated HDL lipid uptake; CHO ldlA[mSR-BI] cells, DiI-HDL uptake fluorescence, 3 h; 100 = double the neutral-control signal; activation, % at 12.5 µM; 320,000 compounds, 0.096% hits;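 active means mean replicate activation of at least 60% and every replicate at or above 60%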;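 further: 0% = median plate neutral-control signal and 100% = twice that signal; values of inactives mirror those of a sister screen read the other way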
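System: CHO ldlA[mSR-BI] cells / Medium: HEPES-buffered (25 mM, pH 7.4) F12 plus 0.5% BSA / Probe or stimulus: labelled HDL, 10 µg/mL / Doses: single compound concentration, delivered by pin transfer / Schedule: 3 h, 37 °C / Measured by: DiI fluorescence, bottom read / Measure: cell-associated DiI fluorescence as measure of HDL uptake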
PKA-R2B activ = activators of human PKA-R2B complex | P22694+P31323 | PKA-R2B holoenzyme dissociation, Cy5-IP20 fluorescence polarization; R2B truncated from residue 108, S112A mutant; 0% DMSO only, 100% 113 µM cGMP | activation, % at 11.4 µM | 340,000 compounds, 0.079% hits;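 active means activation above a cutoff set at the mean over all compounds plus 3 SD, cut at about 18% in these data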;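 further: higher means more holoenzyme dissociation and a rise in polarization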
PKA-R1A act = activators of PKA-R1A complex; 340,000 compounds, 0.083% hits; activation, % at 11.4 µM; AID 504707; PKA-R1A dissociation, Cy5-IP20 fluorescence polarization; scaled: DMSO 0%, 113 µM cGMP 100%; P00514+P68181;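 active means percent activation above the mean of all tested compounds plus 3 SD, cut at about 19% in these data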;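 further: higher means more PKAc released from R1A so a rise in polarization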
Arrestin-AP2 inh = human beta-arrestin and AP2 interaction inhibition. FITC-arrestin peptide / GST-AP2 beads, flow cytometry; AP2 beta2 appendage carries R879A mutation. inhibition, % at 10 µM. 340,000 compounds, 0.31% hits;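 active means inhibition above a set limit, near 3 SD of compounds lacking own fluorescence, cut at about 54% in these data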;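 further: plate controls were DMSO wells for no effect and 5 µM unlabelled arrestin peptide for full effect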
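System: GST-tagged AP2 beta2-adaptin appendage (R879A) on 4 µm glutathione beads / Reagent: FITC-arrestin peptide, 50 nM / Detection: HyperCyt-sampled flow cytometry, FL1 channel, ex 488/em 535 nm / Timing: 12 min plus 1 h, RT / Buffer or medium: PBS plus Tween 20 (0.05%) and BSA (0.1%)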
CDK5 p35 inh = inhibitors of human CDK5/p35 kinase; Q00535+Q15078; Recombinant CDK5/p35, ADP-Glo luminescence, 60 min; inhibition, % at 10 µM; 330,000 compounds, 0.01% hits; AID 488839;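 active means highest replicate inhibition of at least 50% and at least 75% of replicates reaching 50%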;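 further: plate controls were DMSO neutral control for no effect and GW8510 at 10 µM for full effect; many of its hits are not listed in these tables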
NSD2 HMT inh = inhibitors of human histone methyltransferase NSD2. O96028. NSD2 peptide methylation, AlphaScreen, 120 min. inhibition, % at 12.5 µM. 310,000 compounds, 0.54% hits. AID 743445; in the data active means inhibition above about 50%
DSG3 Ab inh = inhibitors of pemphigus antibody binding to human desmoglein-3 | binding (percent of control), % at 10 µM | P32926 | DSG3-coupled beads, scFv-anti-DSG3-GFP binding, flow cytometry; hits give low values | 310,000 compounds, 0.48% hits;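 active means binding more than 3 SD below its plate's average and above zero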;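 further: hits lower antibody fragment binding to DSG3; some compounds called inactive have numbers as strong as hits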
Target sequence (P32926 whole entry, looked up, the tested form may be a part): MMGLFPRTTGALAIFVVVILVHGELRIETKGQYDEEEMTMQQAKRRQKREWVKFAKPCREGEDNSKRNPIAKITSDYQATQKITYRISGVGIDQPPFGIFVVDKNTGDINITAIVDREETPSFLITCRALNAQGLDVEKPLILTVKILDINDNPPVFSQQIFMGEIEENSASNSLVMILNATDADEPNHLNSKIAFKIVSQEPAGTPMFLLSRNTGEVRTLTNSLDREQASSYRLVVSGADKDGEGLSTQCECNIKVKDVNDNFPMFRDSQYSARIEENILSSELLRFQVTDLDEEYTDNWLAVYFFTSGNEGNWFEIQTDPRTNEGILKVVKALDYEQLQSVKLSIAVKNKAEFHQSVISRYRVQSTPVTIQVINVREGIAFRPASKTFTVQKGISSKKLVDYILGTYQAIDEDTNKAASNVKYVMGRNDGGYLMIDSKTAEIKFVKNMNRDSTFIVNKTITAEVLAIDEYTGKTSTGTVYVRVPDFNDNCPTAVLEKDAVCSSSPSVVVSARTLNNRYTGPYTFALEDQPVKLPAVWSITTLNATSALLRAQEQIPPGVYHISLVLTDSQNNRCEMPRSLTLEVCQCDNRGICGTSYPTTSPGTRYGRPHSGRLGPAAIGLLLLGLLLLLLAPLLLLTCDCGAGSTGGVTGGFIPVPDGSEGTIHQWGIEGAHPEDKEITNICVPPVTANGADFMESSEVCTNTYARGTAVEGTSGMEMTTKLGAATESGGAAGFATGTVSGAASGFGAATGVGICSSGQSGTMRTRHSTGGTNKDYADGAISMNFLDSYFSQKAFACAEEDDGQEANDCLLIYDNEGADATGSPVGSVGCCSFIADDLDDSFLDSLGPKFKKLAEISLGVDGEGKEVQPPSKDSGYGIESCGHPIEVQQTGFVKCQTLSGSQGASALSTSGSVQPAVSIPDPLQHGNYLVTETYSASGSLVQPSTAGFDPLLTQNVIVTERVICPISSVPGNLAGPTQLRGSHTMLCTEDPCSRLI
dFosB activator = mouse delta FosB homodimer activation | P13346 | purified delta FosB, TAMRA-CDK5 oligo fluorescence polarization; percent of positive-control signal above neutral wells | activation, % at 25 µM | 340,000 compounds, 0.99% hits;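 active means mean activation above about 17%, with every replicate also reaching it, limit read from the data, passing the limit was not always enough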;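 further: fluorescence polarization rise as delta FosB binds a TAMRA Cdk5 AP-1 oligo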
SR-BI HDL uptake = inhibitors of mouse SR-BI mediated HDL lipid uptake | Q61009 | 320,000 compounds, 0.96% hits | ldlA[mSR-BI] CHO cells, DiI-HDL uptake fluorescence, 3 h | inhibition, % at 12.5 µM;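 active means mean replicate inhibition of at least 70% and a set share of replicates each scoring 70 or more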;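 further: 0% = median of neutral control wells and 100% = median of positive control wells; values of inactives mirror those of a sister screen read the other way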
The depositor's hits bear a star; / = no result given.

SMILES	MITF act	SUMO Mot1 rescue	SR-BI uptake up	PKA-R2B activ	PKA-R1A act	Arrestin-AP2 inh	CDK5 p35 inh	NSD2 HMT inh	DSG3 Ab inh	dFosB activator	SR-BI HDL uptake
COc1ccccc1NC(=O)CN1CCN(S(=O)(=O)c2ccc(Br)cc2)CC1	11	/	14	-4	6	-1	1.4	2	103	7	-14
CCOC(=O)c1sc(=S)n(-c2ccc(C)cc2)c1SC	3	8	-9	6	5	0	-1.0	4	101	9	9
COc1cc(/C=N/NC(=O)c2cc3ccccc3cc2O)ccc1OCCN1CCCCC1	22	-30	-77	-10	-4	-3	-1.8	5	126	79*	77*
CCN(C(=O)CSc1nnc(C)c(=O)[nH]1)c1cccc2ccccc12	-5	4	25	2	0	-1	-6.1	-4	/	1	-25
COc1ccccc1N(CC(=O)Nc1ccc(Cc2ccncc2)cc1)S(=O)(=O)c1ccccc1	-5	42	/	-7	-1	1	0.0	18	112	2	/
CN(C)S(=O)(=O)c1ccc(C(=O)OCC(=O)c2ccc3c(c2)NC(=O)CO3)cc1	7	-28	-15	1	2	8	0.5	/	83	27*	15
Cc1ccc(S(=O)(=O)N2CCN(S(=O)(=O)c3c(C)n[nH]c3C)CC2)cc1C	-8	-5	-3	6	-6	27	0.1	26	/	32*	3
Cc1nn(CC(=O)NC(=O)NC2CCCCC2C)c(=O)c(C#N)c1C (stereo not drawn)	1	-1	35	-10	4	3	0.2	-1	99	8	-35
O=C(Nc1ccc2ncccc2c1)c1cccc(Br)c1	41	7	-26	0	-19	20	1.5	-3	99	-21	26
O=C1C(Cc2ccc3[nH]ccc3c2)NC(=S)N1c1ccccc1 (stereo not drawn)	/	-9	-6	7	6	7	0.4	-2	/	-4	6
Cc1ccc(-c2nc(COC(=O)C3=NN(c4ccccc4)C(=O)CC3)cs2)cc1	13	32	6	-7	-4	-5	0.6	-6	103	-6	-6
C/C(=N\Nc1ccc(Cl)c(C(=O)O)c1)c1cccc([N+](=O)[O-])c1	8	-2	/	5	0	3	-8.4	/	94	-9	/
Cc1ccccc1C(=O)NN1C(=O)CSC1=S	1	300	9	-5	0	-4	-1.0	-2	110	5	-9
O=C(Nc1ccccc1)OCC1CCCN2CCCCC12 (stereo not drawn)	-3	1	39	-1	8	8	-0.4	2	100	-6	-17
COC(=O)Nc1ccc(S(=O)(=O)N2CCCc3ccccc32)cc1	-8	-6	-21	0	4	18	1.0	-1	96	-2	21
COc1ccc2oc(=O)c(C(=O)C[n+]3cccc(C)c3)cc2c1	4	-8	18	-3	-11	12	0.4	7	105	-2	-18
Cc1nnc(SCC(=O)Nc2ccccc2F)n1Cc1ccco1	7	-3	/	-5	-13	-7	1.0	-1	93	3	/
Cc1scc(-c2n[nH]c(=S)n2C(C)c2ccccc2)c1C (stereo not drawn)	-5	18	-7	-9	6	0	1.9	14	83	-13	7
COc1ccc(-c2nnn(CC(=O)N(CC(=O)NC3CCCC3)c3ccccc3)n2)cc1OC	-1	-3	-32	15	9	10	2.2	-14	101	4	32
CCOC(=O)C1(c2csc(N)n2)COC(=O)C1 (stereo not drawn)	/	11	3	-4	-2	-2	2.7	9	104	1	-3
Cc1nc2c(c(C)nn2-c2ccccc2)c(C)c1CCC(=O)NCCCOC(C)C	-15	-10	-10	-10	6	38	-0.6	-2	103	-3	10
CC(C)OCCCNC(=O)c1ccc(N(C)S(C)(=O)=O)cc1	/	-31	4	-10	-1	-8	-0.9	-5	96	5	-4
CNC(=S)NCCc1ccc(OC)c(OC)c1	4	57	28	-5	-3	7	0.8	1	100	-5	-28
CCOc1ccccc1OCCCC(=O)Nc1cccc(-n2cnnn2)c1C	-8	-12	-27	0	5	-1	1.1	0	106	-3	27
Cc1nc2ccc(C(=O)O)cc2c2c1CC(C)S2 (stereo not drawn)	-7	-8	27	-4	-7	-5	-1.9	/	/	-17	-27
SMILES	MITF act	SUMO Mot1 rescue	SR-BI uptake up	PKA-R2B activ	PKA-R1A act	Arrestin-AP2 inh	CDK5 p35 inh	NSD2 HMT inh	DSG3 Ab inh	dFosB activator	SR-BI HDL uptake
CC(C)OC(=O)c1ccc(NCc2cc(O)ccc2O)cc1	/	/	-12	11	5	-24	1.1	4	112	0	12
O=C(CC1=NCCNC(c2ccccc2)C1)c1ccccc1O (stereo not drawn)	34	217	11	-13	-3	-2	-0.3	-16	123	-9	-11
CCc1sc(C(=O)N2CCN(CC(=O)Nc3cccc(F)c3)CC2)cc1C	56	-11	-37	-9	-14	0	-2.6	4	99	-2	37
Cn1c(-c2ccc3c(c2)OCO3)cnc1N	-4	269	19	-8	-4	-11	0.3	3	106	-4	-19
CCN(CC(=O)NCc1ccc(F)cc1)CC(=O)NC1CCCC1	-3	-14	/	-5	-5	27	0.7	1	107	-12	/
COc1cccc(C2=NCCc3cc4c(cc32)OCO4)c1OC	7	-25	3	7	-3	10	1.3	-1	122	-3	-3
Cn1c(C(=O)NCCCN2CCCC2=O)cc2c(=O)n(C)c3ccccc3c21	-12	-8	-48	1	-4	-4	1.0	/	109	-8	48
COc1cccc(N2CCN(C(=O)c3cc(C)oc3C)CC2)c1	-1	18	-23	-5	-4	-3	-0.9	0	106	-1	23
COc1ccc(CNC(=O)COc2ccc(C)nc2[N+](=O)[O-])cc1	19	-2	9	-5	-3	6	3.6	1	118	-3	-9
COC(=O)CC1C(=O)NCCN1C(=S)NC(=O)c1sc2ccccc2c1Cl (stereo not drawn)	-6	-6	/	-2	-3	-10	-1.5	2	89	-1	/
O=C1Nc2ccc(S(=O)(=O)NCc3ccccn3)c3cccc1c23	-14	/	/	-10	4	-9	-1.0	-2	82	-5	/
Cc1nn(C)c(C)c1CNC(=O)c1cc2n(n1)C(C(F)(F)F)CC(c1cccs1)N2 (stereo not drawn)	-10	180	13	-3	-15	2	-1.2	2	98	-12	-13
Cc1cc2nc(C3CCN(C(=S)NCCCOC(C)C)CC3)[nH]c2cc1C	-2	-8	0	-1	12	-13	-0.6	0	100	-6	0
O=C(c1ccco1)N1N=C(c2ccc(Br)cc2)CC1(O)C(F)(F)F (stereo not drawn)	5	-20	-34	9	-1	-6	-1.9	4	97	-3	34
Cc1ccccc1Nc1nc(N)nc(CSc2nnc(-c3ccccc3)n2C)n1	-5	256	-2	-6	-9	-11	-1.4	1	103	-1	2
O=C(CCCC(=O)N(CC(=O)NC1CCCC1)Cc1ccc2c(c1)OCO2)Nc1ccccn1	8	0	12	0	8	6	0.3	5	95	1	-12
CCOC(=O)C1CCN(C(=O)Nc2ccc3nccnc3c2)CC1	0	7	19	-5	-6	-7	1.2	/	/	-5	-19
C[C@@H]1CN([C@H](C)CO)C(=O)Cc2cc(NS(=O)(=O)c3cn(C)cn3)ccc2O[C@H]1CN(C)S(=O)(=O)c1ccc(Cl)cc1	-2	/	13	-8	-10	1	-0.4	/	93	-10	-13
COc1cccc(C2CC(c3ccc(C)cc3)n3ncnc3N2)c1 (stereo not drawn)	3	4	-4	-4	-8	-5	0.5	/	104	-11	4
[O-][n+]1c2c(nn1-c1ccccc1Cl)-c1nonc1CC2	-7	-2	15	-2	-15	4	-2.1	8	106	-2	-15
Cc1cc(C)cc(C(=O)NCCn2cc(SCC(=O)N3CCOCC3)c3ccccc32)c1	6	4	-47	-3	-2	2	0.9	/	100	3	47
Cc1cnc(C(=O)OC(C(=O)Nc2cc(C(F)(F)F)ccc2Cl)c2ccccc2)cn1 (stereo not drawn)	-1	-5	8	0	3	12	0.0	-2	97	-11	-8
O=C(O)c1cc(S(=O)(=O)N2CCN(C(=O)c3ccco3)CC2)c(Cl)cc1Cl	/	-4	/	0	-7	14	-3.4	2	105	-9	/
CNc1nc(OCC(F)(F)F)nc(OCC(F)(F)F)n1	3	85	6	9	2	-10	-1.0	17	100	-8	-6
O=C(CSc1ccccc1)N1CCCC(Nc2ccccc2)C1 (stereo not drawn)	-10	-5	-4	-4	-15	-11	0.8	0	84	-4	4
SMILES	MITF act	SUMO Mot1 rescue	SR-BI uptake up	PKA-R2B activ	PKA-R1A act	Arrestin-AP2 inh	CDK5 p35 inh	NSD2 HMT inh	DSG3 Ab inh	dFosB activator	SR-BI HDL uptake
CC1(C)CNC(=O)CC(C)(C)N1	-5	0	-3	-4	-15	0	-0.7	1	102	-4	3
COc1ccccc1/C=C\C=N\n1c(-c2ccc(Cl)cc2)n[nH]c1=S	6	/	9	2	-2	-7	-1.3	3	130	7	-9
CC(C)COc1ccc(C(=O)OCC(=O)NCc2cccs2)cc1	4	3	15	-5	-6	0	-0.2	0	95	-3	-15
CC(C)NS(=O)(=O)c1ccc2c(c1)NCC2	-13	97	-2	2	-5	22	1.1	-1	140	7	2
O=C(N/N=C/c1ccc(OCc2ccc(F)cc2)cc1)c1ccccc1	42	-18	-39	8	10	25	-0.8	-5	78	3	39
CC(C)NC(=O)CSc1ccccc1C(=O)N1CCN(S(=O)(=O)Cc2ccccc2)CC1	5	/	33	-6	-14	25	0.4	-2	99	-8	-33
COc1ccc(N2CCN(C(=O)c3cc(C)on3)CC2)cc1	-10	0	6	-1	-4	-1	1.0	3	100	2	-6
CCC(C)c1ccccc1OCCn1ccnc1 (stereo not drawn)	0	2	15	12	-2	3	/	1	95	0	-15
Cc1cc(C)c(S(=O)(=O)N2CCN(C(=O)N(C)C)CC2)c(C)c1	2	0	-30	/	/	15	-0.1	0	103	-9	30
S=C(Nc1ccc2c(c1)OCCO2)Nc1ccc2c(c1)OCO2	/	-10	-12	-5	-13	34	-5.0	4	101	-10	12
COc1cc(OC)cc(C(=O)Nc2ccccc2C(=O)NCc2cccnc2)c1	-2	2	-5	-8	0	6	-0.3	0	101	-19	5
CNC(=S)N1C2CCC1CC(NC(=O)NC13CC4CC(CC(C4)C1)C3)C2 (stereo not drawn)	-4	-8	12	-16	-9	-2	-0.7	28	115	-10	-12
